Screening data from PubChem.
KCNQ2 block: KCNQ2 channel blockers in CHO-K1 cells – cell-based, FluxOR thallium flux, B-score, primary screen (AID 2156). 20 min; active compounds read low. O88943. 1.1% of 310,000 active. B-score at 10 µM;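 active means fluorescence ratio B-score at most minus 3 library SDs, with starting brightness B-score within 2 library SDs, cut at about -5.5 in these data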
Kir21 inh: inhibitors of mouse Kir2.1 inward-rectifier potassium channel; B-score at 10 µM; 0.85% of 310,000 active; HEK293-Kir2.1, FluxOR thallium flux fluorescence; active compounds read low; P35561;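 active means fluorescence ratio B-score at or below minus 3 SD of library scores, with starting-brightness B-score within 2 SD, cut at about -4.2 in these data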;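 further: channel flux triggered by added potassium and thallium sulfate stimulus; B-score of peak minus minimum fluorescence over baseline after thallium stimulus; more negative B-score means stronger Kir2.1 block with less thallium influx; some compounds called inactive have numbers as strong as hits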
Target sequence (P35561 whole entry, looked up): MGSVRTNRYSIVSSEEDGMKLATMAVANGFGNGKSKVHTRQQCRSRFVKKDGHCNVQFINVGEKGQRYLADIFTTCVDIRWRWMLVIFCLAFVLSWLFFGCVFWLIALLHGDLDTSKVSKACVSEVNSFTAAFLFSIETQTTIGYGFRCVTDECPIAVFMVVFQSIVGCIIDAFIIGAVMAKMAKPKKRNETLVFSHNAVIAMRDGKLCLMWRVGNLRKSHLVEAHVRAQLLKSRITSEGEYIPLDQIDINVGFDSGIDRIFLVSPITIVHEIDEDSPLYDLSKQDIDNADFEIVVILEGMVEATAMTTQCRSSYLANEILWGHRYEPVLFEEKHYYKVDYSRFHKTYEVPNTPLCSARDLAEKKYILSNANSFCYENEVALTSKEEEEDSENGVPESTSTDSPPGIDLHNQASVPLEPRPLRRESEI
Active calls of the source: *; i = inactive.

Each structure is followed by: KCNQ2 block	Kir21 inh
CCOC(=O)c1sc(Nc2ccc(C)cc2C)nc1C
→ i	0.09
Cc1noc(C)c1CSCC(=O)N(C)CC(=O)Nc1ccc(Cl)c(C(F)(F)F)c1
→ i	0.65
CCOC(=O)C(=O)N1c2ccccc2C(N(C(=O)C(=O)OCC)c2ccccc2)CC1C (stereo unspecified)
→ i	-1.8
Cc1nc(-c2ccc(S(=O)(=O)NCc3ccccn3)s2)cs1
→ i	1
O=C(c1ccco1)N1CCN(c2ccnc3cc(Cl)ccc23)CC1
→ i	0.99
COc1ccccc1/C=C1\SC(=S)N(CCC(=O)Nc2cccc(O)c2)C1=O
→ i	-0.1
COc1ccccc1-c1c(C)[nH]n2c(=O)c(Cc3ccccc3)c(C)nc12
→ i	-0.48
CCCc1nc2ccccc2c(=O)n1/N=C/c1ccc(O)cc1O
→ i	0.2
O=C(CSc1nc(C2CC2)nc2ccccc12)Nc1ccc2c(c1)OCCO2
→ i	2.2
COc1cccc(-c2nn(Cc3ccccc3)cc2CO)c1
→ i	0.01
C=CCN1C(=O)/C(=C/c2ccc(O)cc2)S/C1=N/c1nccs1
→ i	-3.3
CCn1c(-c2cccnc2Cl)nc2ccccc21
→ i	0.24
O=C1C=CC(=O)N1c1ccc(O)cc1
→ i	-0.39
COc1ccc(S(=O)(=O)N(C)CC(=O)NCc2cccnc2)cc1C
→ i	1.2
C/C(=N\NC(=O)CSCc1ccc([N+](=O)[O-])cc1)c1ccccc1O
→ i	-0.62
CCOC(=O)[C@@H]1[C@H]2COc3cc(OC)ccc3[C@H]2N2C(=O)N(c3ccc(F)cc3)C(=O)[C@]12C
→ i	0.64
O=C(O)CCc1ccccc1OC(=O)c1ccccc1
→ i	-0.61
Cc1cccc(N2C(=O)N3[C@H](c4ccc(F)cc4)[C@@H]4C(=O)N(C5CCCCC5)C(=O)[C@@H]4[C@]3(Cc3ccccc3)C2=O)c1
→ i	-0.92
CCOc1ccc(C(=O)Nc2ccc(NC(=O)c3ccccc3)c(C)c2)cc1[N+](=O)[O-]
→ i	0.08
Cc1ccc(CNC(=O)C2CCCN(S(=O)(=O)c3cccnc3)C2)cc1 (stereo unspecified)
→ i	-1.1
CCOc1ccccc1OCC(O)CNC (stereo unspecified)
→ i	1.4
CCN(CC(=O)Nc1c(F)cccc1F)C(=O)CNC(=O)c1cccc(C)c1
→ i	-0.48
COc1cccc(CNC(=O)C(NS(=O)(=O)c2ccc3c(c2)CCN3C(C)=O)C(C)C)c1 (stereo unspecified)
→ i	1
C/C(=N\Nc1nc2c(s1)CCCC2)c1ccccc1
→ i	0.47
Cc1cc(Cl)ccc1C(=O)C1CCCN(C(=O)c2cnn(C(C)C)c2)C1 (stereo unspecified)
→ i	-1.8
Cc1ccc(-c2csc3ncnc(SCc4ccc(C(=O)O)cc4)c23)cc1
→ i	3
COC(=O)C(NC(=O)c1ccccc1)=C(C)C
→ i	0.11
COc1ccc(C(CC(=O)O)NC(=O)C(c2ccccc2)c2ccccc2)cc1 (stereo unspecified)
→ i	-0.08
CCCNC(=O)COC(=O)c1ccc(S(=O)(=O)N2CCCC2)cc1
→ i	-0.08
COC(CNC(=O)CCc1c(C)nc2c(-c3ccccc3)c(C)nn2c1C)OC
→ i	-0.55

An excerpt from above in order of formula weight, highest first:
Each structure is followed by: KCNQ2 block	Kir21 inh
CCOC(=O)[C@@H]1[C@H]2COc3cc(OC)ccc3[C@H]2N2C(=O)N(c3ccc(F)cc3)C(=O)[C@]12C
→ i	0.64
COc1ccccc1/C=C1\SC(=S)N(CCC(=O)Nc2cccc(O)c2)C1=O
→ i	-0.1
COc1ccc(S(=O)(=O)N(C)CC(=O)NCc2cccnc2)cc1C
→ i	1.2
COc1ccccc1-c1c(C)[nH]n2c(=O)c(Cc3ccccc3)c(C)nc12
→ i	-0.48
CCCNC(=O)COC(=O)c1ccc(S(=O)(=O)N2CCCC2)cc1
→ i	-0.08
CCOC(=O)c1sc(Nc2ccc(C)cc2C)nc1C
→ i	0.09
O=C(O)CCc1ccccc1OC(=O)c1ccccc1
→ i	-0.61

More entries.
Each structure is followed by: KCNQ2 block	Kir21 inh
CCCNC(=O)c1onc(CSc2ccc(F)cc2)c1C(=O)NC(C)C
→ i	-1.2
CC(C)Cn1c2nc3ccccc3nc2c2c(=O)n(CCN3CCOCC3)cnc21
→ i	-1.1
CC1Sc2ccc(S(=O)(=O)N3CCC(C(=O)N4CCN(C)CC4)CC3)cc2NC1=O (stereo unspecified)
→ i	-0.15
O=[N+]([O-])c1cc(-c2nc(-c3ccncc3)no2)ccc1Cl
→ i	-0.02
COc1ccccc1NC(=O)c1ccc(N2CC3CC(C2)c2cccc(=O)n2C3)c(NC(=O)c2cccnc2)c1 (stereo unspecified)
→ i	0
Cc1cc(=O)c(C(=O)O)nn1-c1ccc(Cl)cc1
→ i	-1.6
CN(c1cccc(NC(=O)COc2ccc(Cl)cc2Cl)c1)S(C)(=O)=O
→ i	0.99
CC1CCCC(C)N1CCCNC(=O)CN1C(=O)COc2ccc(S(=O)(=O)N3CCOCC3)cc21 (stereo unspecified)
→ i	0.01
COc1cc(/C=N/O)ccc1Oc1ccc([N+](=O)[O-])cc1[N+](=O)[O-]
→ i	1.4
O=C(Nn1cnc2ccccc2c1=O)c1ccccc1Cl
→ i	1.7
N#CC1=C2SCN(Cc3ccco3)CN2C(=O)CC1c1cccc2ccccc12 (stereo unspecified)
→ i	-0.64
CC(C)(C)c1ccc(/C=N/n2cnnc2)cc1
→ i	0.51
CN1C(=S)NC(C)(C)CC1(C)c1ccc(O)cc1O (stereo unspecified)
→ i	0.39
CC(OC(=O)/C=C/c1cccc(Cl)c1)C(=O)NC1CCCCC1C (stereo unspecified)
→ i	-0.07
FC(F)(F)c1cccc(OCCN2CCN(Cc3ccccc3)CC2)c1
→ i	-1.1
CCOC(=O)C1=C(CBr)NC(=O)NC1C (stereo unspecified)
→ i	-1.7
CCOC(=O)c1c(-c2ccccc2)csc1NC(=O)C(C)NCc1ccco1 (stereo unspecified)
→ -7.2*	-0.86
CCOc1ccc(C(=O)Nc2nc(C)cc(C)n2)cc1[N+](=O)[O-]
→ i	1.8
CC1=C(C(=O)OC(C)C)C(c2cccc(F)c2)n2ncnc2N1 (stereo unspecified)
→ i	0.11
CCc1ccc(-n2c(SCC(=O)c3ccc4c(c3)NC(=O)CO4)nc3ccccc3c2=O)cc1
→ i	1.3
O=C(O)/C=C\C(=O)Nc1ccc(F)c(F)c1F
→ i	0.32
O=C(Cc1ccc(F)cc1)Nc1nc(-c2ccc(F)c(F)c2)cs1
→ i	-0.02
CCOC(=O)c1c(C)[nH]c(C(=O)COC(=O)CNC(=O)c2ccc(Cl)cc2)c1C
→ i	2.3
COc1cccc(N2[C@@H](CC(C)=O)c3ccccc3S2(=O)=O)c1
→ i	-2.8
O=C(O)CC(NC(=O)OCc1ccccc1)c1ccc(Br)cc1 (stereo unspecified)
→ i	0.94
COc1cccc(C(=O)N2CCN(C(=O)c3cccc(F)c3)CC2)c1
→ i	0.1
O=C(Nc1ccc(F)cc1F)NC1CCN(Cc2c(F)cccc2Cl)CC1
→ i	-0.11
CC(C)CCNC(=O)c1cc(S(=O)(=O)N2CCCCC2)ccc1N1CCOCC1
→ i	0.15
O=C1C2C3CC(C(Br)C3Br)C2C(=O)N1c1nccs1 (stereo unspecified)
→ i	0.69
Cc1ccccc1OCC(O)CN1CCCCC1 (stereo unspecified)
→ i	0.52

2 successive compounds out of the list so far, for reference:
Each structure is followed by: KCNQ2 block	Kir21 inh
CCCNC(=O)c1onc(CSc2ccc(F)cc2)c1C(=O)NC(C)C
→ i	-1.2
CC(C)Cn1c2nc3ccccc3nc2c2c(=O)n(CCN3CCOCC3)cnc21
→ i	-1.1

(listing goes on)
Each structure is followed by: KCNQ2 block	Kir21 inh
Cc1onc(-c2ccccc2)c1C(=O)OCC(=O)c1ccccc1
→ i	-1.7
Cc1ccc2c(c1)C1CN(C)CCC1N2C(=O)c1ccc(Cl)c(S(=O)(=O)N2CCOCC2)c1 (stereo unspecified)
→ i	-0.35
O=C(NC1CCN(C(=S)Nc2ccc(Cl)cc2)CC1)c1ccco1
→ i	-1.1
Cc1cc(C)c2c(Cn3ccnc3)cc(=O)oc2c1
→ i	-0.01
CCOc1ccc(/C=N/Nc2ccccc2)cc1
→ i	0
N=c1n(CCOc2ccccc2)c2ccccc2n1CCN1CCOCC1
→ i	-0.22
CC(C)C1=NN(C(=O)c2ccccc2)C(O)(C(C)(C)C)C1 (stereo unspecified)
→ i	-0.32
CC(=O)NCC1COc2ccccc2O1 (stereo unspecified)
→ i	1.9
O=[N+]([O-])c1ccc(N2CCCCCC2)c([N+](=O)[O-])c1
→ i	-0.89
CCCc1c(C(=O)NNc2cc(C(F)(F)F)ccc2Cl)cnn1-c1ccccc1
→ i	-1.6
CCCN1CCN(S(=O)(=O)c2ccc(-c3cc(C)no3)s2)CC1
→ i	-0.91
CCC(=O)c1cc2c(cc1NC(=O)C(C)C)OCCO2
→ i	0.65
Cc1cc(Cl)c(Cl)cc1S(=O)(=O)NCCCn1ccnc1
→ i	-0.87
O=S(=O)(c1cccc2cccnc12)N1CCN(c2ccc(F)cc2)CC1
→ i	-0.15
O=C(CSc1nnc(CNC(=O)c2ccco2)o1)Nc1nc2ccccc2s1
→ i	0.11
N#Cc1c(-c2ccccc2)nc(N2CCCCCC2)[nH]c1=O
→ i	-0.03
COc1ccc(C(=O)NCCCNC(=O)c2ccco2)cc1OC
→ i	-0.07
O=C(NCc1cccs1)C1(S(=O)(=O)c2ccccc2)CC=CC1
→ i	-0.16
CC1Cc2cc(S(=O)(=O)N3CCCCC3)ccc2N1C(=O)C1CCC1 (stereo unspecified)
→ i	-0.47
COc1cc(NC(=O)CSc2nc3[nH]ncc3c(=O)n2-c2ccccc2C)cc(OC)c1OC
→ i	0.47
CCCCOC(=O)Nc1cc(OC)c(Cl)cc1OC
→ i	0.96
O=C(NCCNCc1ccc(F)cc1)c1ccco1
→ i	-1.4
Cc1ccc(Cn2c(=N)c(S(=O)(=O)c3ccc(C)cc3)cc3c(=O)n4ccccc4nc32)cc1
→ i	-0.16
Cc1cccc(NC(=O)Nc2ccccc2[N+](=O)[O-])n1
→ i	-0.46
O=C(NC1(C(=O)NC2CCCC2)CCCCC1)c1ccc2c(c1)OCO2
→ i	-0.28
O=C(/C=C/c1ccc(Br)o1)Nc1nccs1
→ i	1.3
CCSc1ncc(C)cc1[N+](=O)[O-]
→ i	-1.2
O=c1c2ccccc2c(=O)n(Cc2ccccc2)n1Cc1ccccc1
→ i	0
CCN(CC(=O)N(CC(C)C)c1c(N)n(CC(C)C)c(=O)[nH]c1=O)Cc1nc2ccccc2c(=O)[nH]1
→ i	-1.6
CCN(CC)c1ccc(S(=O)(=O)N2CCOCC2)cc1NC(=O)CSc1nncs1
→ i	2

Other structures:
structure,KCNQ2 block,Kir21 inh
Cc1ccc(CSc2nnc(SCC(=O)N/N=C/c3c[nH]c4ccccc34)s2)cc1,i,1.9
CCN(CC)CCCN(Cc1cc2cc3c(cc2[nH]c1=O)OCCO3)C(=O)Nc1ccc(F)cc1,i,-3.5
O=P(c1ccc2c(c1)OCCO2)(N1CCOCC1)N1CCOCC1,i,0.14
Cc1nn(C)cc1CN1CCCC(C(=O)c2ccc(-c3ccccc3)c(F)c2)C1 (stereo unspecified),i,-0.98
CC1(N2CCCCC2)CC2(O)C(=[N+]1[O-])CCC/C2=N\O (stereo unspecified),i,-0.15
O=C(Cn1cc(S(=O)(=O)N2CCN(c3ccccc3F)CC2)c2ccccc2c1=O)NCCCN1CCCCCC1,i,-4
O=C(Nc1cc(=O)[nH]c(=O)[nH]1)c1cccc(C(F)(F)F)c1,i,0.08
C/C(CCc1ccccc1)=N\NC(=O)CC(=O)NCCc1ccccc1,i,-0.34
COc1ccc(N2CCN(CCC(N)=O)CC2)cc1,i,-0.8
Cc1ccc(N2C(=O)N(CC(=O)Nc3cccc([N+](=O)[O-])c3C)C(=O)C2C)cc1 (stereo unspecified),i,-0.16
CCOC(=O)c1sc(NC(=O)c2cc3n(n2)C(C(F)(F)F)CC(c2cccs2)N3)c(C(=O)OCC)c1C (stereo unspecified),i,1.4
Cc1cc2ccccc2c(=O)n1CC(=O)NCC(=O)N1CCN(c2cccc(Cl)c2)CC1,i,-0.09
COc1ccc(NC(=O)c2nnn(Cc3cccc(F)c3)c2N)c(OC)c1,i,1.2
O=C(CCN1C(=O)/C(=C/c2ccco2)SC1=S)Nc1ccc(O)cc1C(=O)O,i,0.21
CCOC(=O)CSc1cc(C(F)(F)F)nc(-c2ccccn2)n1,i,2.3
O=C(COc1ccc(Cl)cc1)NCCC1=CCCCC1,i,-1.1
Cc1ccc(C)c(N2CCN(S(=O)(=O)c3ccc4c(c3)CC(C)N4C(=O)C3CC3)CC2)c1 (stereo unspecified),i,-0.01
Cc1ccc(Cl)cc1NC(=O)c1ccc(Cn2cc(Cl)cn2)cc1,i,-0.71
C/C(=N\Nc1nc2ccccc2c(=O)n1O)c1ccco1,i,-1
CS(=O)(=O)N1CCC(C(=O)Nc2c(F)cccc2F)CC1,i,-1.8
CN1CCN(c2ccc(S(=O)(=O)N3CCCCC3)cc2NC(=O)/C=C/c2ccc(OC(F)F)cc2)CC1,i,-0.13
Cc1ccc(SCC(=O)OCC(=O)NCCCc2ccccc2)cc1,i,-1.5
C[C@@H]1C(=O)OC[C@H]1NC(=O)OCc1ccccc1,i,0.25
Cc1ccc(N2C(=O)N(CC(=O)Nc3cc(C)cc(C)c3)C(=O)C2C)cc1 (stereo unspecified),i,-0.27
CCCN(CC1CC1)C(=O)CSc1nnc(-c2ccco2)n1N,i,-0.04
O=C(CN(C1CCCCC1)S(=O)(=O)c1ccccc1)NCC1CCCO1 (stereo unspecified),i,1.4
O=C(CSc1nnc(NC(=O)CN2CCOCC2)s1)Nc1ccccc1,i,1.7
